Bioassay records (PubChem BioAssay)
Nrf2 ARE act – qHTS of Nrf2 Activators | actives 0.31% (n = 410,000) | Potency, µM (doses to about 46.1 µM), inactives show top-dose activation, usual class: activators | AREc32 ARE-luciferase reporter (MCF7-derived line), luminescence, 24 h; note: potency is the fitted concentration of half-maximal effect; % of control where 0% means no effect; nearly all actives have a fitted effect of over 65% in size
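Cells of the AREc32 ARE-luciferase line are plated in OPTI-MEM containing 5% FBS and left overnight at 37 deg C. Compounds are pinned in, incubation continues 24 hr, and firefly luciferase signal is then measured.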
EPAC2 ag – qHTS for Agonist of cAMP-regulated guanine nucleotide exchange factor 4 (EPAC2): primary screen | Rap guanine nucleotide exchange factor 4 (Homo sapiens), Q8WZA2 | EPAC2 activation, biochemical qHTS; response scale: 100% = 6.5 mM cAMP response | actives 0.079% (n = 360,000) | Potency, µM (doses to about 154 µM), for inactives: at the top dose activation, hits mostly activators; note: potency is the fitted concentration of half-maximal effect; nearly all actives have a fitted effect of over 50% in size
Target sequence (Q8WZA2 whole entry, looked up): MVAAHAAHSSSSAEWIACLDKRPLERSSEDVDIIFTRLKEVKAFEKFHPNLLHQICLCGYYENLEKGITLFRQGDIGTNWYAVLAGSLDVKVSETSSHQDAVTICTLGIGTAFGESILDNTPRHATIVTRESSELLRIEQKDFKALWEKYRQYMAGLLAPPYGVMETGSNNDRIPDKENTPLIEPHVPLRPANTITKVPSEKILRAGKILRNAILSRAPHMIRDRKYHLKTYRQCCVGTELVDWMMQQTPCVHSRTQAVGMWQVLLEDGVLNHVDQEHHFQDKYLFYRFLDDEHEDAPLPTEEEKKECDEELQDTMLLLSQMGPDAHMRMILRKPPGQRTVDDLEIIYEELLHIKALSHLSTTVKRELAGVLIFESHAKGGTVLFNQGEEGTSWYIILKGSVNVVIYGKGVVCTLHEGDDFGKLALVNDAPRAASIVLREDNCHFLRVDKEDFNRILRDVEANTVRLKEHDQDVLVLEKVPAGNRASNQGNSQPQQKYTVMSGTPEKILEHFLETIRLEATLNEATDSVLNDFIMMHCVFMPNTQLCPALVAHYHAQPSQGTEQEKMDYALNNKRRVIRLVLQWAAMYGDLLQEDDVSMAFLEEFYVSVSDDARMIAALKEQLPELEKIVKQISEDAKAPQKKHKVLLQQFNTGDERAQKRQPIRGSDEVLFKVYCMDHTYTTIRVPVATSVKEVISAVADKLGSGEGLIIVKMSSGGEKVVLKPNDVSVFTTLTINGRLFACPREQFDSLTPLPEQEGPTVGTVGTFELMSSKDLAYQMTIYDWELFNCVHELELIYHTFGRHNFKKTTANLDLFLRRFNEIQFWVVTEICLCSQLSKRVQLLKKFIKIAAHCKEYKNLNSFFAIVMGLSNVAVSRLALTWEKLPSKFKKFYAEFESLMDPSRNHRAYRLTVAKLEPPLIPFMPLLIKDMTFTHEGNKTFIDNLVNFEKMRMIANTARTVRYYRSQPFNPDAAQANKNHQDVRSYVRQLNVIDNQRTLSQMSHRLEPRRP
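Nucleotide exchange monitored as fluorescence drop when BODIPY-GDP leaves Rap1B. Reaction: 100 nM EPAC2, 250 nM RAP1B-BODIPY-GDP, 50 uM GDP, room temperature, kinetic read over 30 min. Activity expressed relative to 6.5 mM cAMP.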
EPAC2 antag – qHTS for Antagonist of cAMP-regulated guanine nucleotide exchange factor 2 (EPAC2): primary screen; Rap guanine nucleotide exchange factor 4 (Homo sapiens), Q8WZA2; AID 720708, 2013; Potency, µM (top dose mostly 114 µM), for inactives: at the highest dose activity, negative = inhibition, most hits filed as inhibitors; EPAC2 GEF exchange of Rap1B-BODIPY-GDP, fluorescence; actives 0.18% (n = 360,000); note: potency is the fitted concentration of half-maximal effect; % is set by controls: 0 for no effect and ±100 for the full control effect; nearly all actives have a fitted effect of over 45% in size; many of its hits are not listed in these tables
TGFb inhibitor – qHTS for Inhibitors of TGF-b; HepG2 CAGA-GFP TGF-b/SMAD3 reporter, GFP fluorescence, 18 h; TGF-beta stimulated, 500 pg/mL final; actives 1.2% (n = 410,000); Potency, µM (doses to about 46.1 µM), for the others: top-dose activity, negative = inhibition, actives largely listed as inhibitors; note: potency is the fitted concentration of half-maximal effect; % is set by controls: 0 for no effect and ±100 for the full control effect; nearly all actives have a fitted effect of over 65% in size
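Inhibition was scored as loss of TGF-beta-induced (500 pg/mL final, 18 hours, 37 degrees C) GFP in HEPG2 cells carrying a CAGA-GFP reporter, in DMEM with 1% FBS. Well GFP was summed per cell; Activity was normalised to unstimulated and stimulated DMSO wells, then concentration-response fitting.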
CCT chaperon mod – High-Throughput Screening for Modulators of Cytosolic Chaperonin Activity; purified chaperonin ATPase assay, HTRF ADP detection, 30 min; activity change, % (test concentration not listed), hits read low; actives 0.3% (n = 360,000); AID 651819, 2012; in the data active = activity change below about -30%; note: % is set by controls: 0 for no effect and ±100 for the full control effect
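ATPase activity: ADP formed was measured by HTRF Transcreener (665/615 nm ratio) after 30 min at 37 deg C with 10 uM ATP. Compounds screened at one 76 uM concentration against 40 or 20 nM TRiC in Tris pH 7.4/KCl/MgCl2/DTT buffer.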
A549 tox – Nrf2 qHTS screen for inhibitors: counterscreen for cytotoxicity; A549 ARE-Fluc cells, CellTiter-Fluor viability, 18-24 h; Potency, µM (doses to about 46 µM), for the others: top-dose activity change, negative = cytotoxicity, usual class: inhibitors; AID 504648, 2011; actives 0.16% (n = 390,000); note: potency is the fitted concentration of half-maximal effect; % is set by controls: 0 for no effect and ±100 for the full control effect
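A549 ARE_Fluc cells in 5% FBS OPTI-MEM were exposed to compounds in concentration-response for 18-24 h at 37 deg C. Viability was read by CellTiter-Fluor fluorescence (Ex 405/Em 525) after 30 min, before the luciferase read.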
pAkt inh – HTS Assay for Inhibitors of Akt Phophorylation: Primary Screen. actives 0.32% (n = 360,000). Neuro2A IGF-stimulated pAkt S473 HTRF, 20 min; active compounds read low. AID 651550, 2012. activity change, % for hits at 50 µM; in the data active = activity change below about -80%; inconclusive = mostly about -51% to -80%; note: % is set by controls: 0 for no effect and ±100 for the full control effect
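Neuro2A cells (4,500/well, DMEM with 0.5% FBS) were treated with compound at a single 50 µM final concentration, stimulated with 6 nM IGF for 20 min at 37 °C, and lysed. Phospho-Akt Ser473 was read by HTRF as 665/615 ratio ×10^4.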
Nrf2 block – Nrf2 qHTS screen for inhibitors; A549 ARE-Fluc reporter, luciferase luminescence, 18-24 h; Potency, µM (doses to about 46 µM), for the others: at the highest dose activity change, negative = inhibition, usual class: inhibitors; actives 2.1% (n = 360,000); note: potency is the fitted concentration of half-maximal effect; % is set by controls: 0 for no effect and ±100 for the full control effect; nearly all actives have a fitted effect of over 60% in size
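Concentration-response testing used A549 ARE_Fluc cells at 5000 cells/well. Following an 18-24 h compound incubation, viability was read by fluorescence (Ex 405/Em 525) and luciferase output by luminescence.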
MmCpn inh – Inhibitors of TCP-1 ring complex (TRiC) of Methanococcus maripaludis (MmCpn): qHTS; actives 0.031% (n = 330,000); purified Mm-Cpn ATPase, ADP Transcreener TR-FRET; Potency, µM (titrated, usually from 76.9 µM), inactives show at the highest dose activity, negative = inhibition, hits mostly inhibitors; note: potency is the fitted concentration of half-maximal effect; % is set by controls: 0 for no effect and ±100 for the full control effect; nearly all actives have a fitted effect of over 80% in size
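TR-FRET (320 nm excitation; 590 and 665 nm emission) reports ADP made from 10 uM ATP by 25 nM enzyme; compounds were preincubated 10 min, reaction run 30 min, both at 37°C.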
An asterisk follows results filed as active; i = inactive; ? = inconclusive; nt = not tested or not shown; & = joins results of further samples; [ ] = remark or other dose. Unless noted, calls come from the whole dose curve; as a rule, active = well fitted curve in the direction sought with a large enough effect; inconclusive = small, poorly fitted or top-dose-only effect, or another doubt; inactive = no such curve, though single readings can be large; an effect the other way counts as inactive or inconclusive.

SMILES	Nrf2 ARE act	EPAC2 ag	EPAC2 antag	TGFb inhibitor	CCT chaperon mod	A549 tox	pAkt inh	Nrf2 block	MmCpn inh
Cc1ccc(/C=N/NC(=O)C[n+]2ccccc2)s1	-0.1%	7%	1%	0%	-1.5	2%	i	-10%	0%
CC(Sc1nnc(-c2ccncc2)n1C)C(=O)Nc1nccs1 (stereo not given)	-0.2%	7%	-3%	14%	-0.3	-13%	i	-6%	0%
O=C(Cc1cccs1)N(c1ccccc1)C1C=CS(=O)(=O)C1 (stereo not given)	0.1%	3%	0%	17%	-16	-1%	i	3%	-1%
CCOC(=O)c1[nH]c2cc3c(cc2c1NC(=O)CN1CCc2ccccc2C1)OCO3	2.9%	8%	-13%	0%	-1.5	?	i	?	1%
O=C(O)Cn1nc(-c2ccccc2)ccc1=O	1.9%	-4%	11%	9%	2.7	-1%	i	10%	2%
O=S(=O)(c1ccc(SCCOc2cccc(Br)c2)nc1)N1CCCC1	-0.6%	3%	-2%	?	-2.7	12%	i	?	-2%
COCCCn1c(SCC(=O)Nc2oc(C)c3c(C)n[nH]c(=O)c23)nc2sc3c(c2c1=O)CCC3	-0.3%	-9%	-6%	14%	-3.2	-4%	i	-9%	-1%
CCN(CC)C(=O)c1c(-c2ccccc2)oc2ccc(OC)cc12	3.2%	9%	-26%	1%	-7.4	5%	i	2%	-6%
C/C(=N\NC(=O)c1cc(C)[nH]n1)c1ccc(-c2ccccc2)cc1	-0.2%	5%	3%	6%	1.6	2%	i	15%	0%
Cc1ccccc1-c1nc(CS(=O)(=O)CC(=O)NC2CCCCC2C)c(C)o1 (stereo not given)	0.4%	-1%	-10%	-22%	0.6	3%	i	-8%	0%
Cc1nc2ccccc2n1Cc1ccc(Cl)cc1	4.0%	10%	-6%	-15%	-1.5	9%	nt	18µM*	0%
C=C(C)CNC(=S)Nc1cccc(N)n1	-0.4%	4%	-9%	-23%	0.7	0%	i	-10%	-1%
FC(F)(F)c1cccc(Nc2c3c(nc4ccc(Cl)cc24)CCC3)c1	-1.4%	nt	nt	18µM*	nt	-6%	nt	?	nt
COc1ccc(/C(N)=N/OC(=O)c2ccco2)cc1OC	?	3%	-7%	7%	-1.7	-3%	i	?	2%
CCCOc1ccc(N2C(=O)CC(NCc3ccncc3)C2=O)cc1 (stereo not given)	0.0%	-4%	0%	-2%	0.3	-9%	i	-8%	1%
CSc1ccccc1NC(=O)CN(C)C(=O)COc1cccc2cccnc12	?	8%	-3%	?	-2.5	1%	i	2%	-1%
CCCCNC(=O)C1CCC(CNc2nc(=S)[nH]c3ccccc23)CC1 (stereo not given)	-0.5%	-8%	2%	?	-5.8	6%	i	-12%	0%
CC(C)CCNC(=O)c1cn(CC(C)C)c(=O)c2c1c1ccccc1n2C	-1.1%	-3%	5%	4%	-41*	2%	i	9%	0%
CCOC(=O)Cn1c(=O)oc2cc(S(=O)(=O)NCc3cccs3)ccc21	-0.7%	8%	9%	2%	-0.6	5%	i	7%	1%
CCNc1nc(CN2CCOCC2)nc2sc3c(c12)CCC3	4.2%	13%	3%	?	0.0	-2%	i	nt	2%

Some values from the entries so far:
TGFb inhibitor, C/C(=N\NC(=O)c1cc(C)[nH]n1)c1ccc(-c2ccccc2)cc1 reads 6%
Nrf2 block, CCCCNC(=O)C1CCC(CNc2nc(=S)[nH]c3ccccc23)CC1 (stereo not given) reads -12%
Nrf2 block, CC(Sc1nnc(-c2ccncc2)n1C)C(=O)Nc1nccs1 (stereo not given) reads -6%

Going on with the list.
SMILES	Nrf2 ARE act	EPAC2 ag	EPAC2 antag	TGFb inhibitor	CCT chaperon mod	A549 tox	pAkt inh	Nrf2 block	MmCpn inh
CC(=O)Nc1ccc(S(=O)(=O)NCc2nc(-c3cccc(C)c3)no2)cc1	-0.7%	8%	-5%	0%	-1.1	3%	i	-13%	-1%
CN(Cc1ccccc1)C(=O)COC(=O)COc1ccc(Cl)cc1	-0.7%	6%	-6%	-22%	0.5	-8%	i	-17%	2%
Cc1ccc(N=C(N)N=C(N)N)cc1	0.7%	6%	-1%	11%	-1.7	-9%	i	-17%	1%
CCOC(=O)c1c(-c2ccc(C)o2)csc1NC(=S)NC(=O)N(C)C	14%	12%	-7%	?	-0.5	8%	i	nt	-12%
NC(=O)CCn1c(C(=O)c2cc(Cl)c(N)c(Cl)c2)c2ccccc2[n+]1[O-]	13%	-4%	3%	0%	0.8	?	i	-21%	-6%
O=C(O)c1ccc(/C=N/NC(=O)c2cc(-c3cccs3)nc3ccccc23)cc1	2.2%	-3%	3%	?	-1.7	-3%	i	22%	-1%
O=C(NCCN1CCOCC1)c1ccc(/C=C2\Sc3ccccc3N(Cc3ccc(F)cc3)C2=O)cc1	-1.1%	5%	-6%	?	-0.8	-15%	i	?	1%
COC(=O)/C=C1\S/C(=N/NC(=O)c2ccccc2)NC1=O	4.1%	-2%	10%	-6%	-0.6	-16%	i	5%	-1%
COc1ccc(OC)c(S(=O)(=O)N/N=C\c2cn(CC(N)=O)c3ccccc23)c1	0.6%	0%	-3%	18%	1.8	0%	i	-5%	0%
CCOC(=O)c1c(NC(=O)CSc2cn(CCNC(=O)c3ccc(OC)c(OC)c3)c3ccccc23)sc2c1CCCC2	0.4%	nt	nt	?	nt	-11%	nt	?	nt
COc1ccc(C(CNC(=O)c2ccccc2C)N2CCCC2)cc1 (stereo not given)	0.3%	7%	3%	-5%	-1.8	5%	i	8%	-3%
O=C1CC(c2ccc(Br)cc2)c2c(ccc3ccccc23)N1 (stereo not given)	5.1%	nt	nt	?	nt	1%	nt	?	nt
Oc1c(Br)cc(/C=N/NC(=S)NCC2CCCO2)cc1Br (stereo not given)	2.5%	5%	8%	-11%	-1.7	0%	i	?	1%
O=C(Nc1cnccn1)c1ccc(Cl)cc1	1.6%	14%	3%	19%	0.2	-2%	i	8%	-1%
CC1(C(=O)NS(=O)(=O)c2ccc(F)cc2F)CCN1C(=O)CCc1ccc(Cl)cc1Cl (stereo not given)	0.0%[9.22 µM]	-3%	10%	24%	-2.5	nt	i	nt	nt
COc1ccc(-c2c[n+]3c(n2-c2ccccc2)SCC3)cc1	-0.6%	-3%	4%	?	1.7	-15%	i	2.1µM*	1%
N#CCCn1cc(C(=O)O)c(-c2cccs2)n1	-0.3%	2%	1%	11%	2.0	1%	i	0%	1%
CCC(CC)c1nc2cc(OC)c(OC)cc2c(=O)o1	0.2%	0%	5%	-16%	-1.0	-7%	i	-17%	-4%
Cc1cc(C)c(NC(=O)/C=C\C(=O)O)c(Cl)c1	0.2%	5%	-2%	-13%	-4.6	2%	i	?	1%
O=C1CC(/C=C/c2cccnc2)=Nc2ccccc2N1	10%	1%	2%	-7%	-0.3	-1%	i	?	1%
N#CCOC(=O)/C=C/c1ccc2c(c1)OCO2	20%	6%	1%	0%	-2.2	3%	i	-10%	1%
C=CCn1c(CNC(=O)c2ccco2)nnc1SCC(=O)N1c2ccccc2Sc2ccccc21	0.1%	18%	-3%	-17%	-2.1	1%	i	-5%	0%
Cc1cccc2cc(CN(C(=O)c3cccc([N+](=O)[O-])c3)C(C)C)c(=O)[nH]c12	-0.2%	-5%	2%	?	-1.1	0%	i	-2%	-1%
O=C(NCc1ccccc1)c1cccc(OCC(=O)N2CCN(C(=O)c3ccco3)CC2)c1	-0.6%	4%	1%[57.1 µM]	-3%	-1.4	-2%	i	-15%	0%
CC(C)(C)c1n[nH]c(=S)n(N)c1=O	0.0%	-3%	15%	-8%	1.3	3%	i	16%	1%
CC1CCN(CCCNC(=O)CN2C(=O)CSc3ccc(S(=O)(=O)N4CCOCC4)cc32)CC1	-0.2%&-1.1%	3%	0%	5%&21%	1.7	0%&-2%	i	10%	-1%
S=C(NCCCN1CCOCC1)N1CCN(c2ccccc2)CC1	2.0%	12%	0%	-5%	-0.9	2%	i	-7%	0%
O=C(NNC(=O)c1ccccc1-n1cccc1)c1cccnc1	-1.4%	5%	14%	16%	-20	nt	i	nt	nt
COc1ccc2c(CC(=O)N3CCN(S(=O)(=O)c4cccs4)CC3)coc2c1	0.2%	14%	-2%	-14%	-0.8	7%	i	16%	-5%
CC(CCc1ccccc1)NC(=O)c1cccs1 (stereo not given)	0.1%	0%	-10%	2%	-4.8	12%	i	8%	0%
Cn1ncc2c(Nc3cccc(Cl)c3)nc(Nc3cccc(Cl)c3)nc21	-1.4%	4%	-12%	?	1.9	0%	i	?	1%
Cc1cccc(C(=O)N2CCCC(c3nc(-c4ccc(C)o4)no3)C2)c1 (stereo not given)	2.1%	11%	-10%	-3%	-1.3	-6%	i	-4%	-5%
Cc1c(CNCCc2ccccc2Cl)c(C(=O)O)c(C)n1-c1ccccc1	0.2%	0%	-1%	-9%	0.4	1%	i	-13%	0%
O=C(NCCCn1ccnc1)c1ccc(S(=O)(=O)N2CCOCC2)cc1	-0.5%	7%	-2%	0%	-8.7	-9%	i	?	1%
CC(=O)CCc1ccc(OCCCOc2cccc3cccnc23)cc1	7.4%	12%	-12%	-19%	-1.5	-8%	i	?	-2%

These rows are one share of the data; count on the stated rates, not on these rows.
